# High-throughput results as filed in PubChem.
# MC4R antagonist – blocks human MC4R cAMP signaling. P32245. MC4R-expressing cells, MTII-stimulated cAMP, LANCE TR-FRET. inhibition, % at 6.5 µM. actives 0.48% (n = 360,000). AID 540295;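 active means inhibition above its plate's cutoff, the mean of tested wells on that plate plus 3 SD, cut at about 29% in these data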;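 further: 0% = Melanotan II alone and 100% = Melanotan II plus saturating MCL0020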
#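 System: U2OS-MC4R stable cell line; Technique: Eu-cAMP/anti-cAMP TR-FRET, emission 671 nm; Repeats: single well per compound; Also added: Melanotan II; Dosing: one concentration, 6.5 µM nominal; Schedule: 30-min compound, 1-h challenge, 1-h detection, room temperature.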
# H9c2 protect – modulators protecting cardiomyocytes from myocardial damage | H9c2 cardiomyocytes, H2O2 injury protection, ATPLite, 2 h | protection from H2O2 cell death, % at 20 µM | actives 0.63% (n = 360,000) | AID 588492;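 active means compounds giving at least 50% protection of heart cells from peroxide-induced death in the single-dose screen, raw or plate-pattern-corrected value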;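 further: 0% = DMSO wells with peroxide and 100% = DMSO wells without peroxide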
# TLR9-MyD88 block – inhibitors of human TLR9-MyD88 binding. inhibition, % at 4.98 µM. actives 0.21% (n = 340,000). CHO BLA complementation TLR9-MyD88, CCF4 FRET ratio. Q9NR96+Q99836. AID 504734;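 active means inhibition above the mean over all tested compounds plus 3 SD, cut at about 21% in these data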;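 further: 0% = DMSO only wells and 100% = clavulanate BLA inhibitor control wells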
# Target sequence (Q99836 whole entry, looked up): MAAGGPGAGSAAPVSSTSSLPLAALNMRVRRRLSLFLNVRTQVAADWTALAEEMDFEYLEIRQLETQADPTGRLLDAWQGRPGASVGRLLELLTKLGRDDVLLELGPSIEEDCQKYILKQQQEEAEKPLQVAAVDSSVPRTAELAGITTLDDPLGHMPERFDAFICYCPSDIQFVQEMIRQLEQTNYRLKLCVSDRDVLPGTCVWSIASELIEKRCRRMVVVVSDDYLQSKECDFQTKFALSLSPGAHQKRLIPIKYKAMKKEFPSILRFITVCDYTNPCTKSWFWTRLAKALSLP
# Target sequence (Q9NR96 whole entry, looked up): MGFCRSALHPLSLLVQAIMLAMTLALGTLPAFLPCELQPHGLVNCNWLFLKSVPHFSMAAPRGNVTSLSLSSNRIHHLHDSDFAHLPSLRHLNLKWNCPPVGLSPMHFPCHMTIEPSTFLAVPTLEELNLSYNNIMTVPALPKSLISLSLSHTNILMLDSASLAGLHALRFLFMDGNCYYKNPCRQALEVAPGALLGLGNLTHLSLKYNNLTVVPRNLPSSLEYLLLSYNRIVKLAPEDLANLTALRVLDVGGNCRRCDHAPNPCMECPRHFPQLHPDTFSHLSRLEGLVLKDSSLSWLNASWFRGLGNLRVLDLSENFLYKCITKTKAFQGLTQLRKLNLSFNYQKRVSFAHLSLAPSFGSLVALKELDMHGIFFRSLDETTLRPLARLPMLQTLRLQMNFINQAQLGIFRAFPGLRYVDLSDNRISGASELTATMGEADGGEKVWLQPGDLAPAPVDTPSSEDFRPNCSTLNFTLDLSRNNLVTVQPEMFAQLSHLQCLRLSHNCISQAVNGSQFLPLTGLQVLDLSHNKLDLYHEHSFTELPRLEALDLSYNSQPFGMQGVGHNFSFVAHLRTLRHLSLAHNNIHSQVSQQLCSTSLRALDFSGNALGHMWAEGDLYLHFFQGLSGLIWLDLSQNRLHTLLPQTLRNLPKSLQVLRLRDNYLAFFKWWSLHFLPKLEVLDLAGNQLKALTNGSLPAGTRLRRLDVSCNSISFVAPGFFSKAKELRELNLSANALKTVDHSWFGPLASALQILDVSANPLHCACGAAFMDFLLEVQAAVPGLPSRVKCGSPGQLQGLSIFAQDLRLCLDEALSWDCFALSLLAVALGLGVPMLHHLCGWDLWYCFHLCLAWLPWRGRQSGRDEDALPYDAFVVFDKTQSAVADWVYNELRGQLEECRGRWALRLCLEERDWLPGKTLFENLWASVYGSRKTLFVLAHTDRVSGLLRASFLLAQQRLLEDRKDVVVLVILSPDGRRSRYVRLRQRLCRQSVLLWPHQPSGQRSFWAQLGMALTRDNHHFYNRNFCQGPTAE
# MC4R ag barr – human MC4R agonism via beta-arrestin; activation, % at 8.9 µM; P32245; actives 0.98% (n = 360,000); AID 540308; U2OS MC4R beta-arrestin complementation, luminescence; percent of melanotan II response, DMSO zero;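 active means activation above a per-plate cutoff, the mean activation of sample wells on that plate plus 3 SD, cut at about 8% in these data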
# ABHD5 PLIN5 PPI – inhibitors of human ABHD5-perilipin-5 interaction. Q00G26+Q8WTS1. Split G. princeps luciferase complementation, luminescence, 4 h. inhibition, % at 4 µM. actives 0.78% (n = 360,000);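 active means inhibition above the mean inhibition across every tested compound plus 3 SD, cut at about 22% in these data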;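 further: 0% = DMSO only wells and the 100% control is not disclosed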
# NCOA2 inhibitor – human SRC2 (NCOA2) inhibition | Q15596 | inhibition, % at 9 µM | AID 651957 | actives 0.17% (n = 370,000) | HEK293 GAL4-SRC2 luciferase reporter, luminescence;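 active means inhibition above the mean inhibition of all tested compounds plus 3 SD, set per campaign, cut at about 52% in these data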;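 further: 0% = DMSO treated cells and 100% = cells given Gossypol at 36 µM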
# NOD2-RIPK2 inh – blocks binding of human NOD2 to RIPK2; O43353; CHO BLA complementation NOD2-RIPK2, CCF4 ratio; inhibition, % at 4.98 µM; actives 0.38% (n = 360,000); in the data active means inhibition above about 21%;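 further: 0% = vehicle only and 100% = reference blocker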
# ABCB6 inh MLPCN – blocks the human ABCB6 transporter | Q9NP58 | K562-ABCB6 porphyrin accumulation, flow cytometry, 1 h; active compounds read low | fluorescence ratio to DMSO, % at 10 µM | actives 0.19% (n = 360,000) | AID 602162;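 active means fluorescence ratio to DMSO below 75%, the collection mean minus 3 SD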;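 further: signal is porphyrin accumulated inside mitochondria; 100% equals median channel fluorescence of DMSO control wells; lower ratio means ABCB6 inhibition with less porphyrin fluorescence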
# Glyco luc inh – blocks N-linked glycosylation in D54 reporter cells; D54 ERlucT glycosylation luciferase reporter, 24 h; percent of 100 nM tunicamycin response; AID 588692; actives 0.23% (n = 360,000); reporter increase, % at 12.5 µM;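 active means mean luciferase reporter signal, scaled so untreated is 0 and the glycosylation-blocking control 100, at or above a set limit in every replicate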;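 further: luciferase carries N-glycosylation sites so blocking glycosylation raises the light; 0% = median of neutral control wells and 100% = median of 100 nM tunicamycin wells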
# m5-HT2A agonist – mouse HTR2A agonism via beta-arrestin recruitment; P35363; CHO-K1 mHTR2A beta-arrestin complementation, luminescence; percent of 30 µM serotonin response; activation, % at 7.6 µM; actives 0.66% (n = 360,000); AID 624169;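 active means activation above a run cutoff, the mean activation of all tested compounds plus 3 SD, cut at about 14% in these data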;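 further: 0% = plate median of compound wells and 100% = 30 µM serotonin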
# The depositor's hits bear a star; i = inactive; nt = not tested or not shown. An excerpt. The share of hits here may be higher or lower than overall.
SMILES,MC4R antagonist,H9c2 protect,TLR9-MyD88 block,MC4R ag barr,ABHD5 PLIN5 PPI,NCOA2 inhibitor,NOD2-RIPK2 inh,ABCB6 inh MLPCN,Glyco luc inh,m5-HT2A agonist
Cn1nc(-c2ccccc2)c(CN2CCN(c3ncccn3)CC2)c1Cl,2.4,-2.3,-8.6,-1.5,-0.6,-6.3,-6.1,99.0,-7.4,-1.2
COc1cccc2cc(C(=O)NCc3ccccc3Br)c(=O)oc12,4.3,4.1,8.0,-3.9,-0.1,-22.2,2.4,94.0,-1.2,3.5
Fc1ccc(NC(=S)Nc2cccc3ccccc23)cc1F,3.4,-10.6,4.3,-2.4,-11.8,-4.7,6.0,100.0,2.3,0.9
CCCc1nc2nc(C)c(NS(=O)(=O)c3ccc(C(C)(C)C)cc3)c(=O)n2[nH]1,4.8,-1.5,-9.5,-0.3,5.7,-15.4,-9.1,97.0,1.6,7.4
COc1ccc(NC(=O)N2CCCC2C(=O)NCc2ccc(C)cc2)cc1 (centres undefined),3.2,2.1,0.1,0.5,2.8,-20.8,-4.1,103.0,0.2,1.4
CC(=O)c1ccccc1NC(=O)COC(=O)c1cc[n+]([O-])cc1,9.2,8.1,-2.7,-0.6,16.0,-6.8,-5.5,94.0,0.8,-0.5
COc1ccc(-c2csc3ncnc(N4CCN(S(=O)(=O)c5ccc(C)c(C)c5)CC4)c23)cc1,11.3,11.8,1.6,-1.6,-4.4,29.2,9.5,99.0,-9.8,5.2
C#C[C@]1(OC(C)=O)CCC2C3CCC4=CC(=O)CC[C@@H]4C3CC[C@@]21C (some centres undefined),-5.6,-16.6,-4.4,2.4,-9.9,5.2,-3.1,105.0,-0.3,-1.9
Cc1ccc(OCCC(=O)OCC(=O)NC(=O)c2ccccc2)cc1,10.8,6.8,-3.1,-0.5,6.5,-7.0,-4.8,102.0,0.9,-0.6
Nc1cccc(-c2nc3ccccc3[nH]2)c1,9.0,-1.3,2.8,-0.1,-7.1,-15.6,-10.6,97.0,-1.7,0.7
CN(C)S(=O)(=O)c1cccc(NS(=O)(=O)c2ccc(Cl)s2)c1,10.8,0.3,-8.5,2.7,0.7,9.2,1.9,110.0,0.1,4.7
CN(Cc1cc2ccccc2[nH]c1=O)C(=O)C1CCCCC1,0.6,-5.7,7.0,1.7,0.5,-1.4,-14.7,100.0,0.6,-6.5
O=C(CN1C(=O)c2ccccc2C1=O)Nc1cccc(Cl)c1,3.0,-3.5,-2.7,-0.1,3.4,17.7,-2.5,106.0,2.4,-0.3
O=C(OCC(=O)N1CCN(c2ccccc2)CC1)c1cccc(Cl)c1,-5.3,-3.0,-3.2,-2.2,3.2,8.1,4.8,99.0,-0.4,-1.6
O=C(CCn1nnc2ccccc21)Nc1nnc(COc2ccccc2F)s1,1.0,-2.0,10.9,-1.4,-2.2,-9.0,8.3,108.0,1.1,-2.5

# One compound at a time (already shown). Order of values: MC4R antagonist, H9c2 protect, TLR9-MyD88 block, MC4R ag barr, ABHD5 PLIN5 PPI, NCOA2 inhibitor, NOD2-RIPK2 inh, ABCB6 inh MLPCN, Glyco luc inh, m5-HT2A agonist
# `CC(=O)c1ccccc1NC(=O)COC(=O)c1cc[n+]([O-])cc1` is listed with 9.2, 8.1, -2.7, -0.6, 16.0, -6.8, -5.5, 94.0, 0.8, -0.5
# `Nc1cccc(-c2nc3ccccc3[nH]2)c1` is listed with 9.0, -1.3, 2.8, -0.1, -7.1, -15.6, -10.6, 97.0, -1.7, 0.7

# Other structures follow:
SMILES,MC4R antagonist,H9c2 protect,TLR9-MyD88 block,MC4R ag barr,ABHD5 PLIN5 PPI,NCOA2 inhibitor,NOD2-RIPK2 inh,ABCB6 inh MLPCN,Glyco luc inh,m5-HT2A agonist
CC1CCN(c2nc3ccccc3nc2C(C#N)C(=O)OC2CCCCC2)CC1 (centres undefined),-0.6,1.7,-1.1,-1.0,-5.4,nt,-10.8,102.0,-2.8,1.3
CCN1CCN(S(=O)(=O)c2ccc(Cl)c(C(=O)NC3CCC(C)CC3)c2)CC1 (centres undefined),4.8,-7.0,3.4,0.9,-1.4,-8.7,-1.4,99.0,-4.1,0.6
Cc1ccc(Cn2c(SCC(=O)NCC3CCCO3)nc3ccsc3c2=O)cc1 (centres undefined),1.0,3.6,2.5,1.9,8.0,3.5,-4.7,99.0,0.7,3.1
COc1ccc(/C=N/NC(=O)c2c(C)n(C)c3ccc(OC)cc23)c(OC)c1,11.9,8.2,0.7,-1.9,-0.2,2.9,4.3,104.0,0.2,-0.9
O=c1oc2ccccc2n1Cn1c(=O)oc2ccccc21,4.0,2.4,2.7,-1.1,3.3,23.4,-1.6,97.0,-2.9,10.3
Cc1cc(S(=O)(=O)Nc2ccc(N3CCOCC3)cc2)ccc1Br,16.3,-10.9,-11.3,2.5,-2.0,0.3,3.2,97.0,-0.3,8.9
Cc1cccc(NC(=O)c2nc[nH]c2C(=O)N2CCC(C)CC2)c1,1.1,0.5,-3.0,0.8,1.9,9.1,-1.4,94.0,3.0,0.5
O=C(Nc1ccc(C(=O)c2ccccc2)cc1)c1ccccc1,4.0,-4.7,-14.5,4.1,-8.7,-16.8,3.6,96.0,-4.1,-2.0
Cc1ccc(CNC(=O)C2CCN(C(=O)Nc3ccc(C)cc3)CC2)cc1,4.2,-1.4,-1.4,0.3,3.3,-12.6,2.1,97.0,-1.8,-3.5
Fc1ccccc1C1c2cccn2CCN1C(=S)Nc1ccc(Br)cc1 (centres undefined),2.5,-12.5,-1.6,2.0,-0.9,14.8,-2.4,103.0,2.5,-5.1
COc1cc(C(=O)OCCn2c(=O)c3c(ncn3CCN(C)C)n(C)c2=O)cc(OC)c1OC,3.2,7.2,-13.6,-1.7,1.2,-22.7,-5.7,104.0,2.8,-3.2
CS(=O)(=O)c1ccc(Cl)c(NC(=O)c2cc(S(=O)(=O)N3CCOCC3)ccc2N2CCCC2)c1,3.2,6.1,3.5,-0.8,4.3,8.1,-2.0,99.0,3.0,9.9
O=C(NNC(=O)C1[C@H]2CCCC[C@@H]12)c1ccc(=O)oc1 (some centres undefined),-1.9,-4.7,-5.7,-0.7,-0.7,-29.9,-8.9,98.0,-0.1,2.8
O=C(Nc1ccc([N+](=O)[O-])cn1)c1cc(-c2cccc(Br)c2)nc2ccccc12,6.3,-3.4,-0.1,1.4,0.2,12.8,-1.0,94.0,-11.8,9.6
CCN(CC)C(=O)c1cc(Cl)ccc1NC(=O)c1ccco1,0.5,1.4,-0.3,-0.3,3.1,13.5,-7.9,91.0,0.9,3.5
C[C@H]1CN=C(N(C)C)N1CCCCc1ccccc1,3.1,-9.3,-14.6,-0.9,2.4,-33.7,-9.3,95.0,0.2,-0.2
C(#CCN1CCOCC1)CCCN1CCOCC1,-0.4,5.2,8.2,0.8,-4.3,-8.1,-8.7,112.0,0.4,4.5
O=C(CSc1nnc(-c2cccs2)n1-c1ccccc1)NCc1ccc2c(c1)OCO2,2.3,10.3,9.2,-2.8,-3.4,6.1,4.1,96.0,nt,-3.9
Cc1cnc(CNC(=O)C2CCC(=O)N(Cc3ccc(Cl)cc3)C2)[nH]1 (centres undefined),6.3,-0.8,0.8,-0.7,-7.9,11.9,4.7,99.0,-1.7,13.6
CN(C)c1ccc(/C=C/c2cc[n+](C)cc2)cc1,-36.8,-23.7,3.3,-0.9,7.8,0.5,0.6,i,-0.5,6.8
COc1ccc(N(CC(=O)Nc2cc(C)cc(C)c2)S(=O)(=O)c2ccccc2[N+](=O)[O-])c(OC)c1,8.0,7.2,3.6,-4.2,-4.4,26.4,-3.0,108.0,-0.4,2.8
NNC(=O)Cc1cn(-c2ncc(C(F)(F)F)cc2Cl)c2ccccc12,14.6,-2.4,-0.3,3.7,-2.7,7.2,-7.0,100.0,-0.6,-0.5
COc1cc2ccc(CC(N)=O)cc2cc1OC,2.8,6.6,-0.4,-0.9,5.0,1.9,-3.2,100.0,2.8,10.7
CCCCN1CC(COCc2ccccc2)Oc2cccc(NCc3ccc(OC)cc3)c2S1(=O)=O (centres undefined),3.9,-15.8,6.6,-3.6,4.5,-10.3,-5.2,94.0,-3.9,-1.3
O=C(Cn1cc(C(F)(F)F)ccc1=O)N/N=C/c1ccccc1O,7.0,27.4,0.1,-0.3,0.9,2.7,1.0,99.0,-1.3,-0.9
Cc1ccc(NC(=O)COC(=O)c2ccc(OC(F)F)cc2)cc1S(=O)(=O)N1CCCCC1,1.2,-13.6,1.6,-1.8,-2.1,14.5,2.3,108.0,4.4,-0.6
CCN(CC(=O)Nc1cccc(S(N)(=O)=O)c1)Cc1nc2ccccc2c(=O)[nH]1,3.3,2.4,-3.2,-0.2,-1.3,3.6,-7.4,90.0,1.0,0.3
O=C(CCc1ccccc1)Nc1ccnn1C1CCN(C/C=C/c2ccccc2)CC1,0.6,1.8,-2.0,-3.0,-2.8,4.0,-7.3,98.0,-0.6,-8.5
CCOc1ccc(NC(=O)NCCN2CCN(c3cccc(C)c3C)CC2)cc1,12.0,1.4,-10.8,5.0,-2.2,4.4,-5.0,98.0,-3.9,-12.7
O=C(CSc1nc2ccccc2c(=O)n1CC1CCCO1)Nc1ccccc1 (centres undefined),-0.1,14.9,-6.5,0.4,-1.4,3.4,-4.4,99.0,-2.4,-11.9
O=C(c1ccc(Br)o1)N1CCN=C1SCc1cccc(F)c1,-1.1,-2.2,-2.9,7.0,-2.2,-13.9,-9.1,101.0,1.2,1.0
CC(=O)Nc1ccc(S(=O)(=O)N(Cc2ccco2)CC2CCCO2)cc1 (centres undefined),-4.6,-1.6,-2.4,-0.9,10.6,5.3,-15.3,96.0,1.2,0.2
Cc1ccc(N(CC(=O)NCCc2ccccc2)C(=O)CCC(=O)Nc2cc(C)ccn2)cc1,-33.2,-2.2,-12.6,1.2,4.0,-24.6,3.7,98.0,1.7,-2.4
COc1nc(C)c2cc(C)oc2n1,9.1,1.1,-13.0,-0.9,-1.8,-5.6,4.3,99.0,1.2,1.4
COc1cc(CN2CCC(C)CC2)ccc1OCc1ccccc1,-4.7,-1.1,4.3,0.1,-0.6,-21.9,-6.5,90.0,-6.5,-5.4
COc1ccccc1-n1nnnc1SCC(=O)Nc1oc(C)c2c(C)n[nH]c(=O)c12,7.3,-2.1,8.4,-2.1,-1.1,-12.8,-0.4,99.0,1.8,-4.5
O=C(Oc1ccc(C(=S)N2CCOCC2)cc1)c1ccc(Br)cc1,5.2,-2.8,-15.2,2.4,-1.5,-5.1,8.6,106.0,0.2,3.0
NC(=O)c1nsc(C(=O)N(Cc2ccc(F)cc2)C(C(=O)NCC2CCCO2)c2ccc(F)cc2)c1N (centres undefined),1.0,0.2,1.6,0.8,3.2,-9.3,-5.5,92.0,-0.5,-4.0
Cc1nnc(CN(C)C(=O)c2cc(COc3ccc(F)cc3Cl)on2)o1,-0.2,-5.4,-0.8,-1.9,-3.6,-42.4,-3.7,96.0,0.2,-4.5
CC(C)c1ccc(NC(=O)CN2C(=O)NC(Cc3c[nH]c4ccccc34)C2=O)cc1 (centres undefined),2.2,3.8,-0.9,-0.7,-3.9,18.4,4.5,98.0,1.8,-2.3
